# Screening results (PubChem)
# Rpn11 inh = Rpn11 (human) deubiquitinase inhibition; actives 0.59% (n = 360,000); calls only at 20 µM; human 26S proteasome, Ub4-pepOG fluorescence polarization; 20S core pre-blocked with epoxomicin;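 active = inhibition at 20 µM, scaled to each plate's controls, above about 33%, limit read from the data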
# Scp1 inh = blocks human Scp-1 phosphatase activity | Recombinant Scp1, phosphopeptide, malachite green phosphate absorbance | Q9GZU7 | actives 0.88% (n = 340,000) | inhibition, % at 20 µM | AID 493091;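 active = inhibition above about 50% at 20 µM, limit read from the data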;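 note: plate controls were DMSO wells with enzyme for no effect and wells lacking enzyme for full effect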
# Target sequence (Q9GZU7 76-261 limits assumed): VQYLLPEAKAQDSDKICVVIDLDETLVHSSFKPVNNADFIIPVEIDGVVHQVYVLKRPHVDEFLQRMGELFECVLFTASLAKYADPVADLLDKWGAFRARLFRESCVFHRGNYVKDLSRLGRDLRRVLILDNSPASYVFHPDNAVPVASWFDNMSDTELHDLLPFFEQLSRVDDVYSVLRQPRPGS
#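 assay system = SCP-1 phosphatase catalytic domain, residues 76-261 | buffer or medium = 50 mM Tris acetate pH 5.5, 0.005% Tween-20, 10 mM MgCl2 | incubation = enzyme reaction 45 min at room temperature, colour 5 min, stabilisation 30 min | signal = Phosphate-binding colour reagent, absorbance read at 630 nm | measure = % inhibition at 20 µM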
# SUMO1-SIM PPI = SUMO1-SIM interaction modulation; inhibition, % at 20 µM; SUMO1 binding to a labelled peptide, TR-FRET, 1 h; actives 0.33% (n = 360,000); in the data active = inhibition above about 37%
# MLLE-PAM2 inh = blocks PAM2 peptide binding to the PABP1 MLLE domain; P11940; GST-MLLE / FITC-PAM2 fluorescence polarization; inhibition, % at 20 µM; actives 0.36% (n = 360,000); AID 588489; in the data active = inhibition above about 35%, passing the limit was not always enough;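 note: plate controls were DMSO wells with GST-MLLE for no effect and wells lacking GST-MLLE protein for full effect; some results filed as inactive read as strong as hits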
# Target sequence (P11940 whole entry, looked up, the tested form may be a part): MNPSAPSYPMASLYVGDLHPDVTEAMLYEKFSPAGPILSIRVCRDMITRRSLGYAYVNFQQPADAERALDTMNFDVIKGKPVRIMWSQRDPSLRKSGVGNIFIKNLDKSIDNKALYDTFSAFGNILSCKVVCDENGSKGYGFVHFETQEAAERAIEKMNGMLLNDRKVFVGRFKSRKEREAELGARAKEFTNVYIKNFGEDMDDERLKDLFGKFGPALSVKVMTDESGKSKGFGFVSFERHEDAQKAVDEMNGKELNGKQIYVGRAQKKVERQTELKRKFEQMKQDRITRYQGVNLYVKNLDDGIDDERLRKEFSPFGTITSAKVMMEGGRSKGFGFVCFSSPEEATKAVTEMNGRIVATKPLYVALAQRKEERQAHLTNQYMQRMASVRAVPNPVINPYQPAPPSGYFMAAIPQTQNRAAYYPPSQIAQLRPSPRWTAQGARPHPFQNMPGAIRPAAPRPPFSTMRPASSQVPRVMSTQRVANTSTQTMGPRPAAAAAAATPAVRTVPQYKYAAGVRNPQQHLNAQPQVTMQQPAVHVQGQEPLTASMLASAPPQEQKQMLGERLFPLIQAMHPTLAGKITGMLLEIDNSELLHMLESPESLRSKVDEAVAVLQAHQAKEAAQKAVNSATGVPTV
# STEP block = inhibitors of human striatal-enriched phosphatase STEP; actives 0.25% (n = 360,000); recombinant STEP, OMFP fluorogenic substrate, fluorescence; P54829; inhibition, % at 20 µM;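 active = inhibition at 20 µM, scaled per plate between control wells, above about 37%, limit read from the data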;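 note: 0% = DMSO with enzyme and substrate and 100% = substrate only without enzyme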
#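 material = STEP tyrosine phosphatase | reagent = fluorogenic phosphatase substrate OMFP at 25 µM final | doses = single compound dose of 20 µM, 1% DMSO final | schedule = 20 min reaction, room temperature, in the dark | measured by = fluorescence, 480/540 nm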
# TbMetRS inhib = Trypanosoma brucei MetRS inhibition. purified T. brucei MetRS, ATP depletion, Kinase-Glo luminescence. inhibition, % at 11.9 µM. actives 0.4% (n = 360,000). AID 624268;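 active = inhibition above a per-plate cutoff of the control wells' mean inhibition plus 3 SD, cut at about 5.5% in these data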;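 note: 0% = DMSO wells median and 100% = median of wells with control inhibitor compound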
#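 assay system = parasite MetRS enzyme | timing = 15 min preincubation, 2 h reaction, all 25 °C | evaluation = percent inhibition relative to median high and low control wells | medium = HEPES buffer containing pyrophosphatase, BSA, spermine, DTT | compound = single dose, 11.9 µM final nominal, 0.9% final DMSO | detection = Kinase-Glo luminescence, ATP depletion format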
# CSN deneddyl inh = CSN deneddylation inhibition; Q92905; Purified CSN, SCF-Nedd8-OG deneddylation, fluorescence polarization; inhibition, % at 12.5 µM; actives 0.38% (n = 360,000);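 active = pattern-corrected inhibition above about 35%, with an unprinted fluorescence ratio check between 0.5 and 1.5, limit read from the data, passing the limit was not always enough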;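 note: 0% = enzyme with substrate and 100% = substrate without enzyme; some results filed as inactive read as strong as hits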
#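 Assay system: purified human Csn5 enzyme expressed in HEK293T cells; Input: 0.24 nM Csn5 enzyme, final concentration; Reagent: 10 nM SCFSkp2-Nedd8OG; Compound dosing: 12.5 µM single point; Times: reaction 90 min, room temperature; Technique: fluorescence polarization readout.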
# NadD inh = inhibitors of Staphylococcus aureus NadD. purified NadD enzyme, colorimetric absorbance read-out. inhibition, % at 20 µM. actives 0.78% (n = 360,000); in the data active = inhibition above about 26%; note: some compounds past the cut are filed as inactive
# LMPTP block = LMPTP (human) inhibition; recombinant LMPTP-A, OMFP fluorogenic substrate, fluorescence intensity; inhibition, % at 20 µM; actives 0.22% (n = 360,000);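 active = compounds that cut the enzyme signal by at least half of the control window in the single-dose screen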;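 note: plate controls were DMSO wells with enzyme plus substrate for no effect and substrate without enzyme for full effect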
# Target sequence (P24666 whole entry, looked up): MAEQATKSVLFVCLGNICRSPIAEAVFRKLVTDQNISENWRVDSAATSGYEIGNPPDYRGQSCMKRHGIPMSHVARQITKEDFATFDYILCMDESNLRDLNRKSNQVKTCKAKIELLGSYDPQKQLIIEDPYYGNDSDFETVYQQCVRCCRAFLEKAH
#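 Test system: LMPTP-A phosphatase enzyme; input: 0.625 nM LMPTP-A final; reagent: OMFP substrate, 400 µM final; compound dosing: 20 µM single dose, 3% DMSO; incubation: 50 min dark incubation at room temperature; measured by: endpoint fluorescence intensity from OMFP dephosphorylation; measure: % inhibition relative to no-enzyme and uninhibited control wells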
# DNMT1 block = blocks human DNA methyltransferase DNMT1. inhibition (reported as % activation of signal), % at 10 µM. P26358. actives 0.83% (n = 360,000). DNMT1 molecular beacon, Hinp1I cleavage, fluorescence; in the data active = inhibition above about 50%
# The depositor's hits bear a star; i = inactive; / = not tested or not shown.
Rpn11 inh	Scp1 inh	SUMO1-SIM PPI	MLLE-PAM2 inh	STEP block	TbMetRS inhib	CSN deneddyl inh	NadD inh	LMPTP block	DNMT1 block	mol
i	3	5	-1	2	-0.7	-4	-4	-3.2	0	Cc1cccc(OCC(O)CN2CCNCC2)c1 (stereo not given)
/	/	-11	/	/	-0.2	-2	/	4.3	/	O=C(Nc1ccc2c(c1)OCCO2)C(c1ccncc1)n1c(=O)c(-c2ccco2)nc2ccccc21 (stereo not given)
i	3	0	3	1	-0.4	-3	-4	-2.2	2	COc1ccc(Cn2c(C)nnc2-c2cnn(C)c2N)cc1
i	-5	2	-6	-2	-0.2	-3	-5	-0.7	2	CN(C)C1(CNC(=O)C2CCN(S(=O)(=O)c3cccc(C(F)(F)F)c3)CC2)CCCCC1
i	-15	-5	3	-3	-0.1	3	-7	-0.9	-3	CCC1CCCN1Cn1cnc2c([nH]c3ccc(OC)cc32)c1=O (stereo not given)
i	-4	-8	-2	-1	-1.2	3	-1	-0.7	7	Cc1ccc(CN2C(=O)N/C(=C\c3ccc(N4CCOCC4)cc3)C2=O)cc1
i	-10	-3	-8	0	-0.7	4	-3	-1.9	1	O=C(O)C1CCCN1C(=O)Nc1ccccc1 (stereo not given)
i	4	0	-5	-2	-1.2	0	-9	0.0	5	COc1ccc(CC(C)CC(=O)Nc2ccc(OC)cc2)cc1 (stereo not given)
i	-9	-16	2	-2	-0.2	3	-2	0.4	-7	O=C(N/N=C/c1ccc(N2CCOCC2)s1)c1ccccc1Cl
i	-6	8	8	2	-0.4	5	8	0.0	-1	CCN(CC)C(=O)C(=O)c1cccn1-c1cccc(Cl)c1C#N
i	-10	2	-15	0	-0.1	-2	-3	2.9	4	Cc1cccc(OCCC(=O)Nc2ccc(C)c(S(=O)(=O)N3CCCCC3)c2)c1
i	12	1	-95	1	0.3	4	15	0.7	-2	Cn1c(-c2ccc(-c3ccccc3)cc2)c[nH]c1=S
i	-10	2	-3	-2	0.2	1	1	-1.2	-6	O=C(/C=C\c1ccc2c(c1)OCO2)NC1(C(=O)Nc2ccc3c(c2)OCCO3)CCCCC1
i	-7	6	2	0	-0.1	-3	-3	0.2	-1	CCOc1ccc(NC(=O)CN(C)C(=O)c2ccccc2Cc2ccccc2)cc1OCC
i	5	-7	-2	-1	-0.9	12	-3	-3.7	0	O=C(Nc1ccccc1Cl)c1cc[n+](Cc2ccc([N+](=O)[O-])cc2)cc1
i	2	-2	2	1	-0.7	2	-4	-3.2	2	Cc1c(NC(=O)c2cc(-c3ccco3)on2)c(=O)n(-c2ccccc2)n1C
i	-11	-3	-8	1	-1.3	2	1	-0.8	8	COCCSc1nnc(NC(=O)C2CC(=O)N(c3ccc(C)cc3)C2)s1 (stereo not given)
i	-3	-2	-2	-2	-0.4	-1	1	-1.4	2	COc1cccc(CCNC(=O)c2ccc(C#N)cc2)c1
i	6	6	9	2	-1.4	0	6	-1.0	4	Cc1ccc2nc(N(CCN(C)C)C(=O)/C=C/c3cccs3)sc2c1
i	-9	2	-4	-1	-0.5	-1	-6	-2.0	-2	Cc1nnn(C23CC4CC(CC(CC(=O)Nc5cccc(F)c5)(C4)C2)C3)n1
i	-6	-1	10	-1	-0.4	-1	-10	-0.7	1	Cc1cc(NC(=O)C(C)SCC(=O)Nc2ccc(Br)cc2Br)no1 (stereo not given)
i	-6	-8	1	10	-0.3	3	-3	5.7	-3	CCC(CC)COC(=O)C(C#N)c1nc2ccccc2nc1N1CCOCC1 (stereo not given)
i	-13	-4	2	2	0.8	0	-1	-1.0	-4	COc1ccccc1CNC(=O)[C@H](C)NC(=O)C1CCN(C(=O)[C@@H](N)CC(C)C)CC1
i	9	-1	-4	-2	-1.1	2	-1	-2.6	6	O=C(/C=C/c1ccccc1Cl)NC1CCCCC1
i	-3	-6	-2	0	-0.4	-4	-1	-1.0	0	C[C@H](CO)N1C[C@H](C)[C@@H](CN(C)C(=O)Nc2ccccc2)Oc2c(NC(=O)Cc3ccccc3)cccc2C1=O
i	-3	1	4	1	-0.3	-3	5	-1.4	2	COc1ccc(CNC(=O)C(c2ccncc2)N(C(=O)Cc2cccs2)c2ccccc2)cc1 (stereo not given)
i	-11	-1	20	-3	0.2	1	-8	-0.2	-5	CCOCCCNC(=O)c1ccc(N2CCCC2)c(NS(=O)(=O)c2ccc(C)cc2)c1
i	-8	19	0	-4	-0.6	-4	-2	-0.1	18	Cc1cc(=O)oc2cc(OCC(=O)Nc3cccc(S(=O)(=O)N(C)C)c3)ccc12
i	-3	-5	12	-1	-0.8	0	-1	2.7	-12	N#Cc1c(Nc2ccc(F)cc2)sc(C(=O)c2ccccc2)c1N
i	-7	-4	-2	-1	-0.8	-1	0	0.3	2	CC1CCc2nc(NC(=O)CN3CCOCC3)sc2C1 (stereo not given)
i	9	0	28	1	1.1	0	-2	-0.9	5	CCC(CC)c1nnc(NC(=O)c2ccco2)s1
i	1	2	-11	0	-0.3	-2	-1	0.1	-2	CCOC(=O)c1ccc(NC(=O)Nc2ccccn2)cc1
i	-1	-20	7	1	-0.5	0	0	0.0	-1	COc1ccc(C(=O)NCC(=O)N/N=C/C=C/c2ccccc2)cc1OC
i	-13	1	-1	-2	-1.1	-1	-5	-2.5	1	COc1ccccc1/C=N/NC(=O)CNC(=O)c1ccc(S(=O)(=O)N(C)C)cc1
i	2	4	-8	-2	-0.1	-6	-2	-0.4	-3	Cc1noc(C)c1C(=O)OC(C)C(=O)Nc1ccc(S(=O)(=O)NC(C)C)cc1 (stereo not given)
i	/	0	2	-1	-0.5	-5	6	-0.9	2	CC(C)(C)OC(=O)N1CCc2onc(-c3ccccc3F)c2C1=O
i	0	1	8	-1	-0.4	-2	-2	-1.3	4	Cc1cc(Cl)ccc1C(=O)C1CCCN(C(=O)CCn2cncn2)C1 (stereo not given)
i	-6	-3	-4	2	0.0	3	1	0.0	4	O=C(CN1C(=O)c2ccccc2C1=O)Nc1ccc2c(c1)OCO2
i	-15	4	-15	0	-0.1	0	0	-1.0	-4	Cn1cnc2c1c(=O)n(Cc1cccc(Cl)c1)c(=O)n2C
i	4	-4	-5	-1	1.5	-1	0	-1.9	1	O=C(CN1CCN(c2ccc(Cl)cc2)CC1)NCc1cccs1
i	-14	12	-6	2	0.2	0	-3	20	-3	c1ccc(CNc2nc(-c3cccnc3)nc3ccccc23)cc1
i	-8	-2	-1	0	0.5	3	9	3.7	1	Cc1ccc(CNC(=O)c2cc(-c3ccccc3C)n(CC3CC(c4cccc([N+](=O)[O-])c4)=NO3)n2)cc1 (stereo not given)
i	0	-7	-10	1	1.0	2	-6	1.3	-29	Cc1ccc(-c2[nH]nc(N)c2N=Nc2ccccc2C)cc1
i	-1	2	0	-4	-0.2	3	10	-0.4	-3	O=C(Cn1ccc2ccccc2c1=O)NCCC(=O)NC1CCN(Cc2ccccc2)CC1
i	-9	-2	5	-2	0.3	1	6	-0.9	0	O=C(Nc1ccccc1)/C(=C/c1cccnc1)NC(=O)c1ccccc1
i	7	-3	10	-3	-0.2	-4	3	-1.6	4	O=C(C1=C[C@@H](C2CC2)C[C@@H](OCCCCO)O1)N1CCN(Cc2ccccc2)CC1
/	/	4	/	/	-0.7	-4	/	-1.7	/	COc1ccccc1CNC(=O)C[C@@H]1CC[C@H]2[C@@H](COC[C@H](O)CN2Cc2ccccc2)O1
i	-2	-3	8	2	-0.5	-4	-8	-0.2	0	C/C(=N\NC(N)=O)c1ccc(Cl)cc1
i	-7	2	-7	-2	-0.7	-4	-3	-2.2	-2	N#Cc1ccccc1Cn1c(=O)n(CCC(=O)NCc2ccco2)c(=O)c2ccccc21
i	-7	-4	6	1	-0.4	-1	-1	-0.6	6	O=C(CNC(=O)c1ccc(N2C(=O)c3ccccc3C2=O)cc1)OCC(=O)c1ccccc1

# Later entries:
Rpn11 inh	Scp1 inh	SUMO1-SIM PPI	MLLE-PAM2 inh	STEP block	TbMetRS inhib	CSN deneddyl inh	NadD inh	LMPTP block	DNMT1 block	mol
i	-10	6	3	-10	-0.8	-3	-2	-1.1	4	O=S(=O)(Nc1ncccn1)c1cc(Cl)ccc1Cl
i	-11	1	0	-1	-0.4	0	0	-2.3	6	O=c1[nH]ncn1-c1cccc(C(F)(F)F)c1
i	-4	-26	-1	0	-0.1	4	-4	1.7	1	O=C(Nc1ccc(Cc2ccncc2)cc1)c1ccc(N2CCOCC2)c([N+](=O)[O-])c1
i	8	3	-3	0	0.2	3	2	1.3	0	COc1cc(/C=N/Nc2cc(C)nc(NS(=O)(=O)c3ccccc3)n2)ccc1O
i	9	8	-2	-3	-0.8	-2	-4	-0.9	3	COC(=O)Cc1c(C)c2ccc(OCC(=O)N(C)C3CCS(=O)(=O)C3)cc2oc1=O (stereo not given)
i	-6	-13	-4	-4	-0.8	1	-7	1.3	0	COc1cc([N+](=O)[O-])ccc1NC(=O)CCCOc1cccc(C)c1C
i	11	-1	0	0	-0.8	-1	-7	-1.1	3	COC(=O)CSc1nsc(SCC(=O)OC)c1C#N
i	-2	-17	-6	0	-0.4	-1	7	-0.2	4	Cn1c(=O)c2[nH]c(C=Cc3ccc4c(c3)OCO4)nc2n(C)c1=O

# Compounds listed so far containing a thiophene ring, fused or not:
Rpn11 inh	Scp1 inh	SUMO1-SIM PPI	MLLE-PAM2 inh	STEP block	TbMetRS inhib	CSN deneddyl inh	NadD inh	LMPTP block	DNMT1 block	mol
i	-9	-16	2	-2	-0.2	3	-2	0.4	-7	O=C(N/N=C/c1ccc(N2CCOCC2)s1)c1ccccc1Cl
i	6	6	9	2	-1.4	0	6	-1.0	4	Cc1ccc2nc(N(CCN(C)C)C(=O)/C=C/c3cccs3)sc2c1
i	-3	1	4	1	-0.3	-3	5	-1.4	2	COc1ccc(CNC(=O)C(c2ccncc2)N(C(=O)Cc2cccs2)c2ccccc2)cc1 (stereo not given)
i	-3	-5	12	-1	-0.8	0	-1	2.7	-12	N#Cc1c(Nc2ccc(F)cc2)sc(C(=O)c2ccccc2)c1N
i	4	-4	-5	-1	1.5	-1	0	-1.9	1	O=C(CN1CCN(c2ccc(Cl)cc2)CC1)NCc1cccs1

# Rows are unselected (roughly 3.6% active in at least one column).
